Cneo AK release = causes C. neoformans cell lysis; 360,000 tested, 0.2% active; adenylate kinase release luminescence, 4 h; normalised: neutral wells 0, clomiphene wells 100; lysis activity, % at 15 µM; AID 651654;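 active = mean lysis activity across replicates of at least 80%, whatever share of replicates individually reach that level; inactive = mean lysis activity below 80%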
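Schedule: static 4 h at 37 °C with compound, 1 h detection; system: C. neoformans cells; benchmarks: Clomiphene as positive control; buffer or medium: fresh YPD medium; measure: luminescence rise reflecting yeast cell lysis; measured by: luminescent adenylate kinase detection reagent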
PglD DTNB = inhibitors of Campylobacter jejuni PglD acetyltransferase. 360,000 tested, 0.098% active. purified PglD enzyme, DTNB colorimetric CoA detection. inhibition, % at 12.5 µM. AID 602405; in the data active = inhibition above about 16%, passing the limit was not always enough; note: strong numbers were not always called active
E-sel inducer = E-selectin induction on HUVECs; HUVEC E-selectin immunofluorescence imaging; normalized: neutral wells 0, TNF-alpha wells 100; 260,000 tested, 0.37% active; AID 686992; activation, % at 7.58 µM;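 active = mean E-selectin-positive cell signal at least 10% of the positive control, reached in at least 60% of replicates, without over 20% cell loss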;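 note: in these data hits start at about 27%; measured in HUVEC primary endothelial cells; signal is the percent of cells scored E-selectin positive by PE staining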
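Test system – human umbilical vein endothelial cells (HUVEC), E-selectin induction · Input – 3,000 HUVEC seeded per well · Buffer or medium – EGM-2, gelatin · Compound dosing – single-point compound dose · Detection – immunofluorescence imaging · Measure – percent E-selectin-positive cells · Controls – TNF-alpha high, DMSO low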
ERAP1 inh = ERAP1 (human) enzyme inhibition. Q9NZ08. recombinant ERAP1, Leu-AMC fluorescence, 60 min. inhibition, % at 10.7 µM. 340,000 tested, 0.15% active;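 active = mean replicate inhibition of at least 30%, or all replicates individually reaching that 30% level; inactive = mean below 30% and not every replicate reaching it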;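 note: 0% = neutral control wells and 100% = L-leucinethiol positive control wells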
miR122 inh = blocks miR-122 activity in Huh7 sensor cells; AID 602342; 340,000 tested, 0.3% active; Huh7 miR-122 Renilla luciferase sensor, 48 h; neutral wells = 0, positive control = 100; activation (reporter increase), % at 12.5 µM;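 active = mean replicate activation score at least 90 and every replicate individually at or above 90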;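 note: higher luciferase means less miR-122 activity so hits act as miR-122 inhibitors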
RAD52 anneal inh = RAD52 (human) annealing inhibition; P43351; recombinant RAD52 DNA annealing, FRET fluorescence; inhibition, % at 18.7 µM; 360,000 tested, 0.46% active;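 active = every replicate showing at least 50% inhibition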
PGC1a acetyl inh = PGC1a acetylation modulation, inhibitor mode; U2OS PGC1a acetylation, AlphaScreen anti-acetyl-lysine; with virally co-expressed GCN5 acetyltransferase; inhibition, % at 15.6 µM; 350,000 tested, 0.17% active;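 active = every replicate shows inhibition of at least 40%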;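 note: 0% = neutral control wells and 100% = positive control wells; some results beyond the cut were filed as inactive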
RAD54 branch = RAD54 (human) branch migration inhibition | AID 602329 | 360,000 tested, 0.14% active | RAD54 Holliday junction branch migration, FAM/BHQ fluorescence | Q92698 | inhibition, % at 10.4 µM;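 active = mean normalized replicate activity at least 40 and at least half of replicates scoring 40 or more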;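 note: 0% = median of neutral control wells and 100% = median of positive control wells; inhibitors cause a drop in the FAM fluorescence signal; in these data hits start at about 50%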
Target sequence (Q92698 whole entry, looked up): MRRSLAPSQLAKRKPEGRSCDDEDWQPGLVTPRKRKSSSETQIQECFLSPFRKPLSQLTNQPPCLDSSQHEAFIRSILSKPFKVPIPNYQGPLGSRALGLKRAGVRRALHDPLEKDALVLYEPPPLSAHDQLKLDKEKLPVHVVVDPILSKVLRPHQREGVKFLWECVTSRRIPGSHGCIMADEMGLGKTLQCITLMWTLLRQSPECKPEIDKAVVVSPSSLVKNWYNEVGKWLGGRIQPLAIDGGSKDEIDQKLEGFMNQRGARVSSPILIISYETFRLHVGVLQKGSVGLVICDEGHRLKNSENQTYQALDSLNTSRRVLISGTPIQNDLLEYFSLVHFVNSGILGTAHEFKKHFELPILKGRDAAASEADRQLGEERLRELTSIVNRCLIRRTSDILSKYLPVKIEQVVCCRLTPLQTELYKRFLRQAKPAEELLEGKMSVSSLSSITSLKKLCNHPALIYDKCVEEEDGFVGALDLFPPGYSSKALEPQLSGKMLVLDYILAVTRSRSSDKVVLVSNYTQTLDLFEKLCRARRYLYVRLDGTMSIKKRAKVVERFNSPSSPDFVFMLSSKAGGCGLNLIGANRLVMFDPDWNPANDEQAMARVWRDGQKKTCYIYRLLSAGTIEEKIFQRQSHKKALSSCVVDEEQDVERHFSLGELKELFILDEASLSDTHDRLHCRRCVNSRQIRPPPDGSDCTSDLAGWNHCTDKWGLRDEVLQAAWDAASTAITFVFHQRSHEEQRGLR
* = called active by the depositor; . = not tested or not shown; & = joins results of further samples; [ ] = another dose, or the depositor's remark.

SMILES	Cneo AK release	PglD DTNB	E-sel inducer	ERAP1 inh	miR122 inh	RAD52 anneal inh	PGC1a acetyl inh	RAD54 branch
O=S(=O)(c1cccc(F)c1)N1[C@@H]2CNC[C@H]1C2c1ccc(-c2cccc(F)c2)cc1 (some centres not stated)	.	.	0.5&0.7	-1&0	.	43&22	4	.
CCN(CC(=O)NCc1cccs1)C(=O)CCCOc1ccc(C(C)(C)C)cc1	-1	4	.	0	-11	11	.	5
CCCC#Cc1cnc2c(c1)C(=O)N([C@@H](C)CO)C[C@H](C)[C@@H](CN(C)Cc1ccncc1)O2	1	2	0.7	-5	5[16.7 µM]	1	-5	-4
Cc1ccc(S(=O)(=O)N[C@@H]2CC[C@@H](CCNC(=O)C3CCOCC3)O[C@H]2CO)cc1	-3	8	0.1	4	.	2	-2	-5
Cc1ccc(-c2nc3ncccc3o2)cc1NC(=O)c1ccc2c(c1)OCO2	-3	3	.	3	-1	1	20	-5
CC(O)C(NS(=O)(=O)c1ccc(Cl)cc1)C(=O)OCCOc1ccc(F)cc1 (configuration not stated)	1	-4	0.0	4	-1	-4	-2	-3
CCCCn1c(SCC(=O)N2CCCC2)nnc1-c1ccccc1	4	-1	-1.9	.	-9	.	8	9
CCOC(=O)N1CCN(S(=O)(=O)N2CCCC(C(=O)NCCCN3CCCCC3CC)C2)CC1 (configuration not stated)	0	-4	.	-1	-7	-44	5	-16
O=C(NCc1ccc(F)cc1)[C@@H]1[C@@H](CO)[C@@H]2Cn3c(cccc3=O)[C@@H]2N1C(=O)C1CC1	-3	2	0.2	1	2[16.7 µM]	-13	.	3
O=C(C[C@@H]1C[C@H]2c3cc(NS(=O)(=O)c4ccccc4)ccc3O[C@H]2[C@@H](CO)O1)N1CCOCC1	1	-2	0.3	1	23[16.7 µM]	-5	-1	-7
Cc1nnc(NC2CCCCC2)[nH]c1=O	1	-5	.	.	-2	.	5	4
Cc1onc(-c2ccccc2)c1-c1n[nH]c(=S)n1-c1ccccc1	0	6	.	.	-3	.	14	-5
O=C(Nc1ccccc1Cl)c1cc(C2CCCN(C(=O)OCCF)C2)on1 (configuration not stated)	0	5	.	0	-4	-18	.	-4
O=C(Cn1c(C(=O)N2CCc3ccccc3C2)cc2sccc21)c1ccccc1	-3	0	.	-7	19	-24	-9	3
Cc1cc(CNC(=O)c2cc(Br)ccc2Cl)nn1C	-3	-1	.	.	2	.	4	3
COc1ccc2c(CC(=O)Nc3ccccc3N3CCOCC3)coc2c1	-2	-2	0.1	.	2	-21	-12	-6
O=C1Cc2cc(S(=O)(=O)Nc3ccccc3Cl)cc3c2N1CCC3	5	2	.	-3	-1	-7	1	8
CCN(CC)c1ncnc2c1ncn2[C@H]1CN(Cc2ccc(Cl)cc2)C[C@@H](CO)O1	0	3	-0.3	1	18	2	-2	0
C[C@@H]1CN([C@H](C)CO)C(=O)c2cc(NC(=O)C3CC3)ccc2O[C@H]1CN(C)Cc1ccc(Oc2ccccc2)cc1	36	2	.	.	7[16.7 µM]	14	-10	5
CN(C)c1ccc(C(=O)NCC(c2cccs2)N2CCOCC2)cc1 (configuration not stated)	-1	5	.	-1	-1	-17	9	12
COc1ccc(NC(=O)c2cnn(-c3ccccc3)c2C)c(OC)c1	-2	2	.	-1	1	-1	20	15
COCCNc1oc(/C=C/c2cccc(OC)c2)nc1S(=O)(=O)c1ccccc1	-1	4	0.2	-1	-2	-23	-3	4
CCOC(=O)C1CC2=C(CC(C)(C)CC2=O)N(CCOC)C1=O (configuration not stated)	0	2	.	-1	0	-4	-1	-8
CC=Cc1ccc2n(c1=O)C[C@@H]1[C@@H](CO)[C@H](C(=O)NCc3ccccn3)N(CC3CC3)[C@H]21 (mixture of isomers)	4	5	-0.3	0	.	-49	.	-12
O=C1COc2ccc(C(=O)CSc3ccc(Br)cc3)cc2N1	3	-3	-0.6	-2	-8	15	-8	3
Cn1c(N)c(C(=O)CN2CCN(S(=O)(=O)c3ccccc3C#N)CC2)c(=O)n(C)c1=O	0	3	0.1	11	-3	42	2	3
COc1ccc(NC(=O)Nc2ccc3c(c2)C(=O)N([C@H](C)CO)C[C@H](C)[C@H](CN(C)S(=O)(=O)c2ccc(C)cc2)OCCCC[C@@H](C)O3)cc1	-3	12	-0.8	-2	1[16.7 µM]	0	-1	-10
Oc1cccc(Nc2c3ccccc3nc3ccccc23)c1	-3	1	0.0	-39	1	82*	.	57*
COCC(=O)Nc1ccc2c(c1)C(=O)N(C)[C@@H]1CC[C@H](CC(=O)O)O[C@H]1CO2	2	1	0.1	.	29[16.7 µM]	.	-3	11
COc1ccc(C(=O)O)cc1S(=O)(=O)Nc1ccccc1-c1ccccc1	1	-6	.	-25	.	-16	.	0

Random excerpt: five entries already listed, in no set order.
SMILES	Cneo AK release	PglD DTNB	E-sel inducer	ERAP1 inh	miR122 inh	RAD52 anneal inh	PGC1a acetyl inh	RAD54 branch
CC(O)C(NS(=O)(=O)c1ccc(Cl)cc1)C(=O)OCCOc1ccc(F)cc1 (configuration not stated)	1	-4	0.0	4	-1	-4	-2	-3
COCCNc1oc(/C=C/c2cccc(OC)c2)nc1S(=O)(=O)c1ccccc1	-1	4	0.2	-1	-2	-23	-3	4
Cc1ccc(S(=O)(=O)N[C@@H]2CC[C@@H](CCNC(=O)C3CCOCC3)O[C@H]2CO)cc1	-3	8	0.1	4	.	2	-2	-5
CC=Cc1ccc2n(c1=O)C[C@@H]1[C@@H](CO)[C@H](C(=O)NCc3ccccn3)N(CC3CC3)[C@H]21 (mixture of isomers)	4	5	-0.3	0	.	-49	.	-12
Cc1onc(-c2ccccc2)c1-c1n[nH]c(=S)n1-c1ccccc1	0	6	.	.	-3	.	14	-5

(more compounds)
SMILES	Cneo AK release	PglD DTNB	E-sel inducer	ERAP1 inh	miR122 inh	RAD52 anneal inh	PGC1a acetyl inh	RAD54 branch
O=C1c2cccnc2C(Nc2ccc(S(=O)(=O)N3CCCCCC3)cc2)N1Cc1ccccc1 (configuration not stated)	-4	-7	.	.	-1	.	2	0
C[C@@H]1CN([C@H](C)CO)C(=O)c2cc(C3=CCCC3)cnc2O[C@H]1CN(C)C(=O)c1ccc2c(c1)OCO2	1	-1	-0.1	-4	-12[16.7 µM]	-10	0	4
CC1(C)CC(NC(=O)C(C)(C)Oc2ccc(Cl)cc2)CC(C)(C)N1	-1	0	.	2	-7	-27	6	1
CCOC(=O)C1(C)CCCN1C(=O)c1ccc2ccccc2c1 (configuration not stated)	1	2	0.0	-2	0	-52	8	2
CO[C@H]1CN(C)C(=O)c2cc(NC(C)=O)ccc2OC[C@H](C)N(Cc2ccc(F)cc2)C[C@@H]1C	-4	2	0.0	0	5[16.7 µM]	-2	.	4
C[C@H]1CN([C@@H](C)CO)C(=O)c2cc(-c3ccccc3)cnc2O[C@H]1CN(C)C(=O)Nc1ccccc1F	4	3	-0.1	-8	25[16.7 µM]	13	-4	-8
N#CC1=C(N)Oc2c(oc(CO)cc2=O)C1c1ccsc1 (configuration not stated)	-5	0	.	.	-2	.	3	-12
CCOC(=O)c1ccccc1NC(=O)CN(c1ccccc1C)S(C)(=O)=O	-1	1	.	.	9	.	.	-1
O=C(CN(c1ccccc1)S(=O)(=O)c1ccccc1[N+](=O)[O-])N1CCCC1	1	-6	0.1	1	-5	1	7	-18
CC(C)[C@H](NC(=O)[C@@H]1Cc2ccccc2CN1C(=O)OC(C)(C)C)C(=O)NCC1CCCO1 (some centres not stated)	-4	2	.	-2	-3	-7	3	-3
O=C(CCNC(=O)c1ccc(Cl)cc1)Nc1cc(C(F)(F)F)ccc1N1CCOCC1	3	.	-0.1	1	15	-17	6	6
CC(NC(=O)C12CC3CC(CC(C3)C1)C2)c1ccc2c(c1)OCCO2 (configuration not stated)	-4	5	.	.	5	.	-7	-9
Cc1cc(NCCN2CCOCC2)n2nc(C)c(-c3ccc(Cl)cc3)c2n1	1	-4	.	.	-6	.	1	-10
O=C(c1ccccc1)N1CCCN(c2nccc(C(F)(F)F)n2)CC1	7	-10	-0.1	.	-2	0	4	7
CCCNC(=O)C[C@@H]1CC[C@H]2[C@@H](COc3ccc(NS(=O)(=O)c4ccccc4C)cc3C(=O)N2C)O1	-3	1	0.1	1	-25[16.7 µM]	12	2	1
CN1CCN(C2=CC(=O)OC23CCCCC3)CC1	-1	-8	.	.	-7	.	5	4
Cc1noc(C)c1NC(=O)N(C)C[C@H]1Oc2ncc(C#CC(C)C)cc2C(=O)N([C@@H](C)CO)C[C@H]1C	-3	2	0.2	6	-6[16.7 µM]	2	-1	-12
Cc1cc(NC(=O)CSc2nc3c(C)ccc(C)c3cc2C#N)no1	3	5	-0.2	-1	-1	-12	-8	-4
NC(=O)CC(NC(=O)c1ccc(Br)cc1)c1ccc(NCc2ccc(F)c(F)c2)c([N+](=O)[O-])c1 (configuration not stated)	0	-2	0.0	4	-1	-30	2	5
Cc1c(C(=O)NNC(=O)c2ccncc2)oc2ccccc12	-2	3	.	4	2	-8	-9	-1
COc1ccc2cc(C(=O)CS(=O)(=O)c3ccccc3)c(=O)oc2c1	-4	-5	0.3	-3	0	-27	4	-10
O=C(NNS(=O)(=O)c1ccccc1[N+](=O)[O-])c1ccc(O)cc1	16	-9	.	.	-6	.	5	4
CC(/C=N/NC(=O)CNc1n[nH]c(=O)[nH]c1=O)c1ccccc1 (configuration not stated)	0	8	1.3	.	-2	-13	-1	9
CCCCN1C(=N)N([C@@H](C)CN2CCC[C@H]2CN2C(N)=NC[C@@H]2Cc2ccccc2)C[C@H]1[C@H](C)CC	0	1	0.0	-6	.	6	.	11
COC(=O)c1ccc(/C=C/c2c(-c3ccsc3)sc3ccccc23)cc1	-5	-3	1.0	6	1	-14	2	-1
COCCn1c(SCC(=O)Nc2ccc(C(N)=O)cc2)nc2c([nH]c3ccccc32)c1=O	1	-1	-0.2	2	3	-8	0	-10
CCOC(=O)C1CCCCN1Cc1cccc(OC)c1OC (configuration not stated)	-1	2	.	-3	-3	-4	3	-15
CC(Oc1cccc(Br)c1)C(=O)NNC(=O)c1ccccn1 (configuration not stated)	-1	-4	.	.	10	.	13	-8
O=C(Cc1ccccn1)NCC[C@@H]1CC[C@@H](NC(=O)Nc2ccc(C(F)(F)F)cc2)[C@@H](CO)O1	4	0	0.1	0	.	-15	45*	-4
O=C(c1cn(-c2ccccc2)nc1-c1ccc(Cl)s1)N1CCOCC1	0	5	.	.	5	.	-4	-2
Cc1ccc(NC(=O)C2CCCN(C(=O)c3ccc(Cl)cc3)C2)cc1S(=O)(=O)N1CCOCC1 (configuration not stated)	-3	-1	-1.7	-2	-1	-1	-1	9
C[C@H](CO)N1C[C@H](C)[C@H](CN(C)Cc2cncnc2)Oc2cc(C#CC3CCCC3)ccc2S1(=O)=O	11	1	0.1	0	-21[16.7 µM]	5	-1	1
COc1ccc(Cl)cc1NC(=O)NNC(=O)c1ccccn1	0	-1	-0.1	0	8	1	.	5
CN(CCc1ccccc1)C(=O)CCc1nnc(Cc2ccc3c(c2)OCO3)o1	4	2	.	-1	-6	-13	-11	-16
O=C(CSCc1ccccc1Br)N/N=C/c1ccccc1C(=O)O	.	.	.	7	0	-16	9	.
COC(=O)c1nnn(CC(=O)NC(=O)Nc2ccccc2F)c1C(=O)OC	.	.	-1.7	.	-4	-10	-6	.
Cc1ccc(S(=O)(=O)Nc2ccc3c(c2)C(=O)N([C@H](C)CO)C[C@@H](C)[C@@H](CN(C)C)OCCCC[C@H](C)O3)cc1	1	3	-0.1	0	0[16.7 µM]	-13	7	-7
Cc1cccc(NC(=O)c2ccccc2C(=O)Nc2cccc(C)c2)c1	7	-2	0.8	.	2	-3	18	-8
